# PP5 primary: PP5 (human) phosphatase inhibition. purified PP5c, OMFP substrate fluorescence. inhibition, % at 6.7 µM. 320,000 compounds, 0.18% hits. AID 1987;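 active = inhibition above the campaign's mean inhibition across all tested compounds plus 3 SD, cut at about 9.5% in these data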;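 note: 0% = DMSO only and 100% = 100 µM cantharidin control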
# PP1 inh: PP1-alpha (human) inhibition in PP5 counter-screen; P62136; purified PP1alpha, OMFP fluorescence; inhibition, % at 6.7 µM; 320,000 compounds, 0.9% hits;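 active = inhibition above the mean inhibition of all tested compounds plus 3 SD, computed separately for each screening campaign, cut at about 15% in these data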
# GRK2 inh: human GRK2 inhibition via aptamer displacement | inhibition of aptamer binding, % at 10 µM | 330,000 compounds, 0.59% hits | bead flow cytometry, FAM-aptamer displacement from GRK2 | AID 488847;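 active = inhibition of aptamer binding above 40%, roughly 3 SD of noise, on plates passing a quality check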;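 note: median bead fluorescence of bound FAM aptamer so fluorescent compounds give negative values; no value below 0 was filed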
# GASC-1 inh: inhibitors of human GASC-1 (JMJD2C) demethylase | Q9H3R0 | GST-JMJD2C(1-420) H3K9me3 demethylation, DELFIA europium | inhibition, % at 2.35 µM | 330,000 compounds, 0.069% hits | AID 2099;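 active = more than half of a compound's replicate wells show inhibition beyond 50%, single wells judged on their own value; inconclusive = some, but no more than half, of replicates pass 50% inhibition; inactive = no replicate passes 50% inhibition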;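 note: signal counts dimethyl H3K9 product captured on neutravidin plate; 0% = median of DMSO wells and 100% = 0.3 times that DMSO median; strong numbers were not always called active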
# Target sequence (Q9H3R0 1-420 limits assumed): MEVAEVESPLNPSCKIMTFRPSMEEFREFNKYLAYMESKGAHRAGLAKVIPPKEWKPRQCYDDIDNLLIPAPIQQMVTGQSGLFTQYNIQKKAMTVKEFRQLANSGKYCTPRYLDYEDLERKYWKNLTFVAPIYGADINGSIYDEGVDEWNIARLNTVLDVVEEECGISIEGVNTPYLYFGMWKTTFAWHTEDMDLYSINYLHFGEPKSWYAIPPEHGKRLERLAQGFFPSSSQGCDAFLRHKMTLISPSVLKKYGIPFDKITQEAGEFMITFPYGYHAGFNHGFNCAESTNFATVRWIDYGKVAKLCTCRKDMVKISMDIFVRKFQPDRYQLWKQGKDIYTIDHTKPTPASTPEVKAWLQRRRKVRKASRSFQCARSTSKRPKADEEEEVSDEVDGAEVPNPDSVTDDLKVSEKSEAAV
# core dimer inh: HCV core protein dimerization inhibition; TR-FRET GST/Flag-core106 dimerization, 1536-well; inhibition, % at 5 µM; 300,000 compounds, 0.33% hits; AID 1899;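 active = inhibition above the mean of all tested compounds plus 3 SD, set per screening campaign, cut at about 45% in these data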
#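 Assay system – GST-tagged and Flag-tagged HCV core protein residues 1-106 · Quantity – core106 proteins, GST 13.5 nM and Flag 17 nM · Benchmarks – unlabelled core106 and no-GST-core106 wells · Read-out basis – percent inhibition of core106 dimerization signal · Detection – time-resolved FRET, ex 340 nm, em 617 and 671 nm · Schedule – 4 h at 22.5 °C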
# VLA-4 inh: inhibition in a human VLA-4 binding assay | 330,000 compounds, 0.2% hits | P13612 | inhibition, % (about 7 µM as worked out from the volumes in the protocol) | VLA-4 expressing cells, ligand binding flow cytometry; in the data active = inhibition above about 50%
# procasp3 activ: procaspase-3 (human) activation; P42574; recombinant procaspase-3 D3A, Ac-DEVD-pNA absorbance 405 nm; activation, % at 8.5 µM; 330,000 compounds, 0.11% hits; AID 463141;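 active = activation above the mean of all tested compounds plus 3 SD, cut at about 21% in these data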;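 note: 0% = DMSO alone and 100% = DMSO wells spiked with extra 5 µM PC-3 D3A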
# Target sequence (P42574 whole entry D9A/D28A/D175A): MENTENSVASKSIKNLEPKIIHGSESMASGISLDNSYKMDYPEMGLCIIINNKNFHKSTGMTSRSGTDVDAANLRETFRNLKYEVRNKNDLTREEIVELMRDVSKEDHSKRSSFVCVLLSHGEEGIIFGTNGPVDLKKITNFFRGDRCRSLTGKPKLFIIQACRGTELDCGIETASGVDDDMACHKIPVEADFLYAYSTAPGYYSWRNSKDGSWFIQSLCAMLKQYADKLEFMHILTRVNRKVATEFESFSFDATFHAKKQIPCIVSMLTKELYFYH
#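 Compound: 8.5 µM single point, 0.8% DMSO / Material: Autoprocessing-dead procaspase-3 D3A mutant enzyme / Timing: 1 h preincubation plus 2 h reaction at 25 °C / Medium: Zinc-free HEPES/NaCl buffer with 0.01% Triton X-100 at pH 7.4 / Technique: 405 nm absorbance of p-nitroaniline, reads at 0 and 120 min / Repeats: one well per compound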
# CTSL1 counter: cathepsin L1 inhibition, PFM18AAP counter-screen. recombinant F. hepatica cathepsin L1, Z-Leu-Arg-MCA fluorescence. inhibition, % at 5.96 µM. 300,000 compounds, 0.49% hits. AID 1906;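 active = inhibition above the mean of all tested compounds plus 3 SD, set per screening campaign, cut at about 17% in these data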;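 note: 0% = plate median of test compound wells and 100% = 1 µM Z-Phe-Ala-diazomethylketone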
# proCasp7 act: activates human procaspase-7, counter-screen for procaspase-3 activators; P55210; recombinant procaspase-7, Ac-DEVD-pNA absorbance 405 nm; D23A/D198A/D206A triple mutant, cannot self-cleave; scale: DMSO 0, 5 µM enzyme 100; activation, % at 8.5 µM; 330,000 compounds, 0.093% hits; AID 463210;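 active = percent activation above the screen-wide mean plus 3 SD, cut at about 25% in these data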
# Target sequence (P55210 whole entry D23A/D198A/D206A): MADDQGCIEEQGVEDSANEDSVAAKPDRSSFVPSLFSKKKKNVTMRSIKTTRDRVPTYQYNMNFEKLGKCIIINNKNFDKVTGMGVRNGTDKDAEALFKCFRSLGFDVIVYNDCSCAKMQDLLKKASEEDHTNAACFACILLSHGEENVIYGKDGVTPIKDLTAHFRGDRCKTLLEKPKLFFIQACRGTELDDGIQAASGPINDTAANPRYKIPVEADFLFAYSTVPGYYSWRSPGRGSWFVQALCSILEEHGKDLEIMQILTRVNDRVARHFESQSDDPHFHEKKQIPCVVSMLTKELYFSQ
#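 Assay system – Uncleavable procaspase-7 mutant enzyme · Quantity – 2 µM procaspase-7 mutant as dispensed · Times – 1 h preincubation, 2 h reaction · Dosing – single nominal 8.5 µM compound dose, 0.8% DMSO final · Buffer or medium – Zinc-free 50 mM HEPES buffer, pH 7.4, with NaCl and Triton X-100 · Detection – Epi-absorbance of released pNA at 405 nm, two timepoints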
# * hit, by the source's call; ? = inconclusive; nt = not tested or not shown; & = joins results of further samples.
Molecule,PP5 primary,PP1 inh,GRK2 inh,GASC-1 inh,core dimer inh,VLA-4 inh,procasp3 activ,CTSL1 counter,proCasp7 act
COc1ccc(/C=C/C(=O)c2c(O)ccc3c(C)cc(=O)oc23)cc1,-0.2,0,2,4,22,6,1,1,9
CCOc1cccc(/C=C/c2ccc3ccccc3n2)c1OC(C)=O,2.5,1,0,-18,6,-1,-8,5,5
CCN(CC)S(=O)(=O)c1ccc(C(=O)NNC(=O)c2cccs2)cc1,1.7,-1,0,26,-9,-6,5,5,-7
C[N+](C)=C1SCC(C)(/C=N/O)S1 (stereo not given),1.9,-1,0,-14,-20,14,-4,3,-1
O=C(CCc1ccccc1)Nc1cc(Cl)ccc1O,0.4,-1,0,-2,3,-1,5,3,-1
CCN(CC)CCCCN1c2ccccc2Sc2ccccc21,1.5,2,0,-8,-13,26,2,1,4
Cc1cc(C(=O)COC(=O)c2nccnc2N)c(C)n1C,1.0,-3,2,20,-1,7,-4,4,7
Clc1ccc(-c2cc(-c3nnc4n3CCCCC4)c3ccccc3n2)cc1,1.6,0,13,4,-10,5,6,-1,5
CC(C)Sc1nc2c(c(=O)[nH]c(=O)n2C)n1C,-0.7,0,1,1,1,16,3,1,1
Cc1cccc(C(=O)O/N=C2\CCCc3ccccc32)c1,0.3,1,1,6,2,10,-6,-1,7
COc1ccc(C(C)(C)NC(=O)C2CCC(=O)N(C3CC3)C2)cc1OC (stereo not given),-0.1,-2,1,7,-5,4,3,1,-2
Cc1ccc(S(=O)(=O)N2CCC(N3CCCCCC3)CC2)cc1,0.4,-1,0,16,-3,-1,-6,-1,16
O=C(O)C1C2C=CC(O2)C1C(=O)Nc1cccc(C(F)(F)F)c1 (stereo not given),33*,9,4,-14,-1,7,-4,0,-8
O=C(Nc1ccc(Br)cc1)c1cccc(N2C(=O)CCC2=O)c1,5.2,-4,2,2,-9,-71,4,-3,1
CCSc1nnc(Cn2c(=O)sc3ccccc32)n1-c1ccc(OC)cc1,1.0,1,12,-5,0,-11,10,3,-10
O=[N+]([O-])c1ccc(N2CCc3ccccc3C2)nc1,-0.9,-7,0,0,12,5,-8,1,-9
Cc1ccc(C)c(SCC(=O)NC(=O)NCc2ccccc2)c1,2.7,2,14,-8,12,4,5,-1,1
CCc1ccc(OCc2n[nH]c(=S)n2Cc2ccccc2)cc1,0.9,1,6,-1,14,1,-21,2,-15
CCN(CC)C(=O)c1cc([N+](=O)[O-])cc2c1-c1ccc([N+](=O)[O-])cc1C2=C(C#N)C#N,-2.8,-3,0,6,-4,8,-7,3,-2
COc1cc(C(=O)Nc2cc(C)ccn2)ccc1OCC(=O)N1CCOCC1,1.6,1,4,31,-6,-5,1,0,4
CCOC(=O)c1ccc(NC(=O)COc2ccc(S(=O)(=O)NC(C)C)cc2)cc1,1.3,-5,0,-2,1,13,11,0,-4
COc1cc(OC)cc(C(=O)NCC(=O)OCC(=O)c2cc(C)n(Cc3ccco3)c2C)c1,3.8,4,0,3,22,0,-5,-19,4
O=C(CN1C(=O)NC2(CCCC2)C1=O)N1CCN(C(=O)c2ccco2)CC1,-0.1,-4,1,3,-9,-1,2,3,10
Cc1onc(-c2c(F)cccc2Cl)c1C(=O)OCC(=O)NC(N)=O,-1.7,5,1,-4,-1,7,4,-1,10
COc1ccc(NC(=O)CC(Cc2ccc(Cl)cc2)C(=O)O)cc1 (stereo not given),3.0,1,0,1,-4,4,0,-2,6
O=C(CCNS(=O)(=O)c1ccc(Cl)cc1)NCc1cccnc1,-0.9,-5,0,-5,5,0,13,0,7
Cc1ccccc1-n1nc2c(c1NC(=O)CCCl)CSC2,0.5,-1,0,-11,-5,5,0,5,6
CCOC(=O)N1CCN(C(=O)C2CCN(S(C)(=O)=O)CC2)CC1,2.2,-6,1,-24,-2,0,8,-2,7
COc1cc(NC(=O)CN2CCC(Cc3ccccc3)CC2)c(C)cc1[N+](=O)[O-],2.9,2,5,-5,5,4,-6,1,5
CCCCCn1c(N)c(C#N)c2nc3ccccc3nc21,1.2,3,2,0,-4,-21,12,4,0
O=S(=O)(c1ccc(NCCc2c[nH]c3ccccc23)nc1)N1CCOCC1,1.3,-1,0,-4,-7,10,1,-1,8
Cc1nn(Cc2ccccc2)c(C)c1C(=O)OCC(=O)c1cc(C)n(CC(F)(F)F)c1C,5.9,4,0,20,10,11,2,0,5
CN(C(=O)c1ccc(Br)o1)C1CCCCC1,1.6,-3,0,1,-3,-1,-9,-2,2
c1ccc(CCn2nnc3ccccc32)cc1,-1.7,0,2,-1,-6,-6,2,5,1
CCCc1nnc(NC(=O)c2nc(S(=O)(=O)Cc3ccc(C)cc3)ncc2Cl)s1,-2.1,-2,0,30,-4,3,-12,9,-18
COc1ccc(S(=O)(=O)N2CCC(C(=O)Nc3ccccc3C)CC2)c2cccnc12,4.9,1,2,?,3,-1,-1,-2,-5
O=C(NC1CCN(Cc2ccccc2)CC1)c1ccc(N2CC3CC(C2)c2cccc(=O)n2C3)c([N+](=O)[O-])c1 (stereo not given),2.7,0,0,-4,3,-6,10,1,4
CN1CCN(S(=O)(=O)c2cccc(C(=O)NC3CCCc4ccccc43)c2)CC1 (stereo not given),-0.2,-4,0,-1,-5,4,12,-3,-11
COc1ccccc1NCCC#N,-3.5,2,4,-6,-3,-5,0,-1,3
Cc1cccc(NS(=O)(=O)c2ccc(C(=O)N3CCCC3)cc2)c1C,2.4,-6,3,-3,-1,1,-1,1,11
COCCNCCCOc1ccc(Cl)cc1Br,1.1,-4,0,-7,2,6,4,0,12
O=C(N/N=C(\c1ccccc1)c1cccnc1)c1cc(O)ccc1O,1.7,3,0,6,-22,5,-10,-1,-19
Cc1cc(C)cc(NC(=O)CSc2nc3ccncc3[nH]2)c1,4.8,2,0,-4,-8,10,2,0,3
O=[N+]([O-])c1cc(Cl)ccc1N1CCOCC1,2.2,3,0,4,-10,2,8,1,-3
C[C@H](NC(=O)Cc1cccc2ccccc12)C(=O)N1CCCN(C)CC1,-0.3,-2,0,-24,-5,-3,9,-1,-4
O=C(CSc1ncn[nH]1)N/N=C/c1ccc(Br)cc1,0.8,-3,0,5,-12,-18,6,1,3
O=C(CN1C(=O)NC2(CCCCCC2)C1=O)N1CCN(c2ccccc2)CC1,1.6,8,0,5,nt,0,-5,nt,-1
N#C/C(=C(/O)COC(=O)c1ccc(O)cc1)c1nc2ccccc2[nH]1,-0.2,7,5,3,-2,-1,-5,5,4
O=Cc1nc(-c2ccc(Cl)cc2)n2ccccc12,0.9,0,1,-2,5,10,-3,1,-10
O=c1[nH]cnc2ccsc12,-0.3,-2,1,-5,2,0,12,3,3

# The list continues:
Molecule,PP5 primary,PP1 inh,GRK2 inh,GASC-1 inh,core dimer inh,VLA-4 inh,procasp3 activ,CTSL1 counter,proCasp7 act
COC(c1ccccc1)c1nnc(CCC(=O)N2CCN(Cc3cccs3)CC2)o1 (stereo not given),2.2,-2,0,-1,2,13,-1,7,5
CC1(C)CC(=O)c2cn3c(nc2C1)nc1ccccc13,-0.7,-1,3,3,-3,7,-3,0,2
CC(CN1CCCC1)OC(=O)c1cccc(F)c1 (stereo not given),1.2,-2,0,7,-6,3,-2,-1,13
Cc1cccc(OCC(=O)NNC(=O)c2ccccc2OCc2c(C)noc2C)c1,3.2,4,5,-5,nt,9,10,nt,13
Cc1ccc(-c2ccc(CCC(=O)O)n2-c2cccc(O)c2)cc1,1.2,2,0,1,12,0,-3,2,-10
CCCNC(=O)C(Cc1ccc(C(F)(F)P(=O)(OCC)OCC)cc1)NC(=O)c1ccc(C#N)cc1 (stereo not given),nt,nt,2,12,nt,-6,1,nt,-3
CC(=O)N1CCN(C(=O)c2cc(-c3cccc4ccccc34)nc3ccccc23)CC1,0.2,-1,0,6,7,3,7,-1,-1
COc1ccc(C(C(=O)NCCC(C)C)N(CCCO)C(=O)c2snc(C(N)=O)c2N)cc1OC (stereo not given),-1.0,-3,0,-1,5,10,14,1,-5
COc1ccc2nc(Nc3nc(CSc4nc5ccccc5s4)cc(=O)[nH]3)nc(C)c2c1,3.1,-1,0,33,1,27,2,-4,5
Cc1oc(-c2ccccc2Cl)nc1CN1CCCCC1CO (stereo not given),-1.7,-1,0,16,2,-2,-3,-3,-6
CCC(C)c1ccccc1NC(=O)COC(=O)C1=COCCO1 (stereo not given),1.2,1,1,-29,-3,0,6,-1,6
CCOC(=O)Cc1cc(=O)n2[nH]c(C)c(-c3ccccc3OC)c2n1,5.8,5,1,25,-1,32,5,2,6
O=C1Nc2c(Br)cccc2C1=O,nt,nt,2,-7,nt,-2,2,nt,2
Cc1cccc(NC2=CC(=O)CC(C)(C)C2)c1C,-2.1,-5,0,26,-3,-37,6,-4,9
COc1ccc(N2CCN(C(=O)C(Cc3ccccc3)n3cccc3)CC2)cc1 (stereo not given),1.9,0,0,1,4,0,-6,1,-7
COC(=O)c1cc(N2CCN(C)CC2)nc2ccccc12,-0.8,-5,2,-3,-4,2,-5,-3,5
O=C(CN1C(=O)c2ccccc2C1=O)c1ccccc1,2.2,-2,0,0,2,6,8,-4,4
O=C(OCc1ccccc1Cl)c1ccccc1C(=O)c1ccccc1,-0.6,-3,0,-6,1,-1,-3,4,-3
Cc1noc(C)c1CSc1nnc(-c2ccncc2)n1-c1ccc(Cl)c(Cl)c1,-0.1,-2,2,-13&5,0,4,0,4,0
COc1ccc(-c2nnc3ccc(SC(C(C)=O)C(C)=O)nn23)cc1OC,2.7,6,0,1,-3,7,3,1,-2
CC(C)(C)NC(=O)CSc1nnc(Cc2ccc3c(c2)OCO3)n1C1CCCCC1,-0.2,-2,0,-4,-4,-4,2,2,6
NC(=O)CC(NC(=O)c1ccccc1)c1ccc(NCc2ccc(F)c(F)c2)c([N+](=O)[O-])c1 (stereo not given),1.5,-3,3,3,10,-10,-1,2,-6

# Compounds shown so far that have a thiophene ring, fused or not (three):
Molecule,PP5 primary,PP1 inh,GRK2 inh,GASC-1 inh,core dimer inh,VLA-4 inh,procasp3 activ,CTSL1 counter,proCasp7 act
CCN(CC)S(=O)(=O)c1ccc(C(=O)NNC(=O)c2cccs2)cc1,1.7,-1,0,26,-9,-6,5,5,-7
O=c1[nH]cnc2ccsc12,-0.3,-2,1,-5,2,0,12,3,3
COC(c1ccccc1)c1nnc(CCC(=O)N2CCN(Cc3cccs3)CC2)o1 (stereo not given),2.2,-2,0,-1,2,13,-1,7,5

# Screening results from PubChem BioAssay.
